E coli growth: bacterial growth inhibition, counter-screen for AddAB inhibitors; inhibition, % at 11.9 µM; E. coli V3065 growth, OD600 absorbance, 18 h; 330,000 compounds, 0.27% hits; AID 449728;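 active = inhibition above the campaign's mean inhibition across all tested compounds plus 3 SD, cut at about 9.9% in these data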;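 note: uninfected addAB+ strain grown without phage in ampicillin broth; 0% = DMSO wells and 100% = ciprofloxacin 0.95 µg/ml wells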
HTR5A ag: activates human HTR5A in OPRM1-OPRD1 agonist counter-screen. activation, % at 9.3 µM. AID 504692. HTR5A agonist assay, luminescence, cell-based. 340,000 compounds, 0.61% hits. P47898; in the data active = activation mostly above about 9.5%, no sharp cut-off; inactive = mostly below about 7.6%;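 note: 0% = cells with vehicle only and 100% = reference agonist; strong numbers were not always called active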
Target sequence (P47898 whole entry, looked up): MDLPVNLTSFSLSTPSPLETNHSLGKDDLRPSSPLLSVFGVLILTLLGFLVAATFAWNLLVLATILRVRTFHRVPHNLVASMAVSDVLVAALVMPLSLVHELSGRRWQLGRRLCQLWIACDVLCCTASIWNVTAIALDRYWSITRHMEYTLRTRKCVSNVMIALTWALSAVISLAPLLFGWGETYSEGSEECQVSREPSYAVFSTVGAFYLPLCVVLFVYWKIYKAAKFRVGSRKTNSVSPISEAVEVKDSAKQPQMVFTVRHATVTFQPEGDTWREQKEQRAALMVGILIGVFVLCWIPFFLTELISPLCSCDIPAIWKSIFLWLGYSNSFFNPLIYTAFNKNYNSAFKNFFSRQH
DAGLB inhibitor: blocks human DAGLB lipase activity; Q8NCG7; HEK293T DAGLB membrane lysate, EnzChek fluorogenic substrate; inhibition, % at 5.17 µM; 340,000 compounds, 0.059% hits; AID 504411; in the data active = inhibition above about 34%;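 note: 0% = enzyme with vehicle and 100% = wells lacking enzyme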
PKA-R1A act: PKA-R1A complex activation; AID 504707; PKA-R1A dissociation, Cy5-IP20 fluorescence polarization; scaled: DMSO 0%, 113 µM cGMP 100%; activation, % at 11.4 µM; 340,000 compounds, 0.083% hits; P00514+P68181;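 active = percent activation above the mean of all tested compounds plus 3 SD, cut at about 19% in these data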;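 note: higher means more PKAc released from R1A so a rise in polarization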
Tat transport: blocks Tat-dependent protein export in E. coli. inhibition, % at 10 µM. 340,000 compounds, 0.036% hits. E. coli MC4100 TorA-mCherry Tat export, fluorescence;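 active = mean replicate inhibition at least 50% and at least half of replicates individually reaching 50%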;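 note: exported cargo escapes ClpAP degradation while cytoplasmic cargo is degraded and loses fluorescence; 0% = median of neutral control wells and 100% = median of NaSCN control wells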
CDK5 inh: inhibitors of human CDK5/p35 kinase; Q00535+Q15078; Recombinant CDK5/p35, ADP-Glo luminescence, 60 min; inhibition, % at 10 µM; 330,000 compounds, 0.01% hits; AID 488839;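 active = highest replicate inhibition of at least 50% and at least 75% of replicates reaching 50%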;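 note: plate controls were DMSO neutral control for no effect and GW8510 at 10 µM for full effect; many of its hits are not listed in these tables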
PKA-R2B activ: activators of human PKA-R2B complex. 340,000 compounds, 0.079% hits. P22694+P31323. PKA-R2B holoenzyme dissociation, Cy5-IP20 fluorescence polarization; R2B truncated from residue 108, S112A mutant; 0% DMSO only, 100% 113 µM cGMP. AID 504700. activation, % at 11.4 µM;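 active = activation above a cutoff set at the mean over all compounds plus 3 SD, cut at about 18% in these data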;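 note: higher means more holoenzyme dissociation and a rise in polarization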
Target sequence (P31323 whole entry, looked up, other chains not shown, the tested form may be a part): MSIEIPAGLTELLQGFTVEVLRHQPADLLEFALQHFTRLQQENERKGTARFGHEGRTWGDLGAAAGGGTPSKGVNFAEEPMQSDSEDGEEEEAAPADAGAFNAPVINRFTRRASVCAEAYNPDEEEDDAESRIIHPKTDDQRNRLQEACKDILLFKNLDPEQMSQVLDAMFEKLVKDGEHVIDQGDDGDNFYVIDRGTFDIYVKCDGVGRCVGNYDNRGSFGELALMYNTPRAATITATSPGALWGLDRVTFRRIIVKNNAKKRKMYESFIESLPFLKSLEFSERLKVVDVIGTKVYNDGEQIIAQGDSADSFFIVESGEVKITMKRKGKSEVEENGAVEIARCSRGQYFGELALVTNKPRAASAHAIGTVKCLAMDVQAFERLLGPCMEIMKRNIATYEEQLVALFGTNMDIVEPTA
AddAB inh: less growth of phage-infected E. coli with AddAB | inhibition, % at 11.9 µM | E. coli expressing H. pylori AddAB, absorbance growth | 330,000 compounds, 0.29% hits; in the data active = inhibition above about 12%;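 note: 0% = vehicle wells of infected cells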
phage Ecoli inh: E. coli growth loss with phage present. inhibition, % at 11.9 µM. growth absorbance. 360,000 compounds, 0.26% hits. AID 651602; in the data active = inhibition above about 11%
HTR5A inv ag: inverse agonist of human HTR5A in OPRM1-OPRD1 counter-screen; HTR5A cell line, luminescence, inverse agonism; inhibition, % at 9.3 µM; 340,000 compounds, 0.083% hits; in the data active = inhibition mostly above about 23%, no sharp cut-off; inactive = mostly below about 18%;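 note: 0% = cells with DMSO and 100% = no-cell wells with DMSO; some compounds called inactive have numbers as strong as hits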
SUMO Mot1 rescue: blocks SUMOylation pathway, rescuing yeast Mot1-301 growth | AID 2716 | growth rescue, % at 18.8 µM | 320,000 compounds, 1% hits | S. cerevisiae Mot1-301 growth rescue, ATP luminescence, 38.5C; percent above DMSO median, 100 means doubled;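 active = every valid replicate shows activation above 250% relative to neutral control wells; inactive = the rest, any valid replicate at or below 250%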;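 note: OY570 slx delta 5 strain wells were the positive control but not used for scaling; some compounds called inactive have numbers as strong as hits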
* marks the source's active call; other numbers are inactive results; . = not tested or not shown; & = joins results of further samples.

SMILES	E coli growth	HTR5A ag	DAGLB inhibitor	PKA-R1A act	Tat transport	CDK5 inh	PKA-R2B activ	AddAB inh	phage Ecoli inh	HTR5A inv ag	SUMO Mot1 rescue
COc1cc2c(cc1CNC[C@H]1O[C@@H](n3cnc(C(N)=O)n3)[C@H](O)[C@@H]1O)OCO2	.	3	0	-8	7	0.9	-2	.	2.2	-10	.
COc1ccc(N(CC(=O)Nc2ccc3c(c2)OCCO3)S(C)(=O)=O)c(OC)c1	0.6	-1	-2	-9	5	-1.6	0	1.4	0.8	-11	-4
CN(C)c1ccc(/C=N/NC(=O)c2ccccc2Cl)cc1	-4.3	0	2	-4	2	-0.2	4	1.0	2.5	-1	3
C#CCOCCOCCOCCNc1nc(N2CCN(C(=O)CCCCCCCCCCNC(=O)[C@H](CCCCN)n3cc(CCO)nn3)CC2)nc(N2CCN(C(=O)CCCCCCCCCCNC(=O)[C@H](CCCCN)n3cc(CCO)nn3)CC2)n1	-1.3	4	6	1	31	5.9	-6	0.5	.	-28	-11
O=C1/C(=C/c2ccc(F)cc2)SC(=S)N1NS(=O)(=O)c1ccccc1	0.0	0	15	4	-4	-0.2	7	-0.6	1.2	1	-17
COc1ccccc1CCNC(=O)CNC(=O)Cc1cccc2ccccc12	-0.3	-1	-8	-1	7	0.4	15	3.9	-0.1	5	19
Cc1cc2cc(CNC(=S)NC3CCCCC3)ccc2[nH]1	0.2	-3	0	3	-4	0.4	-2	2.6	1.4	-28	1
O=C1CC2(CCCCCC2)Oc2ccccc21	-1.5	1	-2	5	-13	0.7	-1	-0.9	2.4	-15	-9
CCCn1c(Sc2nc3c(c(=O)[nH]c(=O)n3C)n2CCC)nc2c1c(=O)[nH]c(=O)n2C	-0.9	-3	0	12	-2	0.7	4	-1.5	-0.3	-1	125
O=C(O)CC1(CC(=O)NCc2ccc(F)cc2)CCCCC1	-1.0	-1	1	-15	-3	-0.6	4	0.5	0.9	5	93
COc1cccc(NC(=O)c2ccc(N3C(=O)C4CC=CCC4C3=O)cc2)c1 (stereo not drawn)	-1.8	-3	1	9	2	0.8	-6	-0.9	-1.3	6	19
Cc1cccc(Nc2nnc(SCC(=O)NCC3CCCO3)s2)c1C (stereo not drawn)	-3.8	-3	0	8	-1	1.3	5	1.6	3.6	13	-3
Cc1ccc(NS(=O)(=O)c2ccc(-c3cnc(C4CC4)o3)cc2)c(C)c1	0.5	1	-2	-4	17	3.5	1	0.3	1.6	-2	2
O=C(NCc1ccccc1)c1cccnc1N1CCOCC1	1.3	3	-3	-13	-6	1.5	-8	3.6	-2.7	-7	338
O=C(N/N=C/c1cccc2nccnc12)c1ccccc1O	1.7	0	1	5	-2	-0.4	-12	4.9	1.5	4	63

Full records, looked up by structure. Order of values: E coli growth | HTR5A ag | DAGLB inhibitor | PKA-R1A act | Tat transport | CDK5 inh | PKA-R2B activ | AddAB inh | phage Ecoli inh | HTR5A inv ag | SUMO Mot1 rescue
CCCn1c(Sc2nc3c(c(=O)[nH]c(=O)n3C)n2CCC)nc2c1c(=O)[nH]c(=O)n2C as listed: -0.9 | -3 | 0 | 12 | -2 | 0.7 | 4 | -1.5 | -0.3 | -1 | 125
COc1cccc(NC(=O)c2ccc(N3C(=O)C4CC=CCC4C3=O)cc2)c1 (stereo not drawn) as listed: -1.8 | -3 | 1 | 9 | 2 | 0.8 | -6 | -0.9 | -1.3 | 6 | 19

(more compounds)
SMILES	E coli growth	HTR5A ag	DAGLB inhibitor	PKA-R1A act	Tat transport	CDK5 inh	PKA-R2B activ	AddAB inh	phage Ecoli inh	HTR5A inv ag	SUMO Mot1 rescue
O=C(NCCN1CCOCC1)c1cc2ccccc2o1	0.4	-1	0	-17	-8	1.0	-1	-1.2	4.8	-14	-13
Cc1ccc(NC(=O)CNC(=O)Cn2cnc3sc(C)c(C)c3c2=O)cc1F	0.1	-1	2	-6	3	-0.3	-6	3.2	1.6	-5	10
CCCCN1C(=O)C(NC(=O)CC(C)C)(C(F)(F)F)C2=C1CC(C)(C)CC2=O (stereo not drawn)	-1.9	5	0	-13	15	-3.4	-21	1.2	3.3	-6	-14
COc1ccccc1NC(=O)CSc1nnc2ccc(-c3ccccn3)nn12	0.8	8	-2	-15	-1	0.9	-12	2.8	4.6	18	18
CCCn1c(C2CCCN2c2nc(-c3cccc(Br)c3)cs2)nc2ccccc21 (stereo not drawn)	0.3	5	0	3	-7	-0.2	-4	0.2	1.3	12	-16
c1ccc2c(c1)c1cccc3ccc4cccc2c4c31	1.1	0	-8	-3	4	-2.6	0	1.5	-0.5	-1	-8
O=C(CN1CCSC1=NCc1ccccc1)c1ccccc1	1.0	1	0	-18	-2	-1.2	4	0.0	3.7	10	12
Cc1cnc([N+](=O)[O-])n1CCOC(=O)NC(=O)c1c(F)cccc1F	-0.1	-3	-4	-4	-1	-0.2	-6	-1.4	1.6	7	.
CCOC(=O)Cc1c(C)nc2c(-c3ccc(Cl)cc3)cnn2c1C	-0.8	3	-12	-2	-4	-2.4	9	3.3	4.3	-1	23
CC(/C=N/n1cnnc1)=C\c1ccccc1	0.5	-1	-1	-10	18	0.3	-14	2.1	3.8	-17	49
Cc1cc(OCC(=O)NCCCN2CCOCC2)cc(C)c1Cl	-1.4	4	1	-6	2	-0.6	-1	4.4	0.5	-15	-13
C[C@@H](C(=O)Nc1ccc2ccccc2c1)[C@@H]1C[C@@]1(C)[C@@H](NC(=O)OCc1ccccc1)c1ccccc1	1.9	2	-5	-4	-3	1.2	7	3.0	.	-1	2
S=C1NCCOCCOCCNC(=S)N2CCOCCOCCN1CCOCCOCC2	-0.1	2	-1	-9	4	-1.0	-1	1.5	4.1	-7	-8
COC(=O)c1ccc(NC(=S)Nc2ccc(O)cc2)cc1	1.1	-2	3	3	4	2.4	18	2.1	3.7	6	-1
CSc1nccc(-c2sc(SC)c(C#N)c2-c2ccccc2)n1	-0.2	-2	-2	-9	3	1.0	-6	-0.2	1.2	8	204
CCCN1C(=O)/C(=C/c2ccc(N3CCOCC3)cc2)NC1=S	1.6	0	-12	-9	14	-0.3	-11	1.9	2.0	4	-2
COc1ccccc1-n1c(SCC(=O)N2CCOCC2)nc2cccnc21	1.1	0	-1	0	-11	1.1	-3	2.0	2.1	-5	3
Cc1cc(C)c(C)c(S(=O)(=O)N2CCN(C(=O)CNC(=O)c3ccco3)CC2)c1C	2.5	14*	-4	10	-4	-0.7	3	2.2	6.3	0	-10
COc1ccc(OCC(=O)O/N=C(\N)Cc2ccc(Cl)cc2Cl)cc1	-0.8	-2	-27	-4	7	0.3	-6	2.2	2.2	-6	4
CC(C)(C)C(=O)N1CCn2c1nc1ccccc12	1.7	.	-1	-5	-9	0.4	-2	0.9	1.9	.	14
Cn1cc(Cl)c(C(=O)OCC(=O)Nc2nc(-c3ccc(Br)cc3)cs2)n1	-0.6	3	-6	-9	-4	-1.1	1	3.0	2.5	-16	11
COc1ccccc1C(=O)NC(=O)COC(=O)Cc1ccccc1[N+](=O)[O-]	0.9	-3	4	5	-1	0.1	-7	1.0	-1.0	8	617*
CC(=O)c1sc(NC(=O)c2ccc(COc3ccccc3Cl)o2)nc1C	2.0	1	2	-1	3	1.7	2	-0.7	2.5	-5	-2
Cc1ccccc1-c1cccc([C@@H]2C[C@H]3[C@H](CON3C)CN2Cc2ccccc2)c1	.	-4	-7	-3	19	-2.7	-9	.	3.1	13	.
O=C(CCN1C(=O)c2ccccc2C1=O)Nc1cccc(S(=O)(=O)NC2=NCCC2)c1	-0.6	1	2	3	-8	1.4	-3	4.5	-0.5	-2	-1
CCc1ccc(C(C(=O)NCc2ccc(OC)cc2)N(CCOC)C(=O)Cc2cccs2)cc1 (stereo not drawn)	-2.9	1	-2	6	-2	3.6	-8	1.3	-0.8	6	-18
Nc1ccc2c(c1Br)Cc1ccccc1-2	.	0	2	4	1	0.4	1	.	5.3	-1	.
COc1cc(/C=C/C(=O)OCC(=O)NC2CCS(=O)(=O)C2)ccc1O (stereo not drawn)	-0.3	-2	1	-12	5	-1.7	-6	3.2	1.6	-8	-1
COc1ccc(Cl)cc1NC(=O)CN(C)C(=O)c1cccc2cccnc12	0.7	-1	-2	6	4	0.8	1	1.9	0.1	9	0
c1ccc2c(c1)OCC(c1csc3ncnc(N4CCCC4)c13)O2 (stereo not drawn)	-0.6	3	-7	0	-3	-1.2	0	6.3	3.4	13	-18
CCOc1ccc(CC(=O)NNC(=O)/C=C/C(=O)O)cc1	0.9	3	1	-1	-3	0.2	2	2.6	2.1	-10	2
COc1ccc(NC(=O)N2CCCC2C(=O)Nc2ccc(C)c(Cl)c2)cc1 (stereo not drawn)	0.9	-3	1	-2	-2	-0.5	-3	3.1	0.1	-8	12
C=CC(=O)N1C/C(=C/c2ccccc2)C(=O)/C(=C\c2ccccc2)C1	.	-5	-9	-7	-3	1.8	-16	.	2.2	19	.
Cc1cc(NC(=O)Nc2cccc(C(F)(F)F)c2)n(C)n1	0.4	1	-1	11	-3	0.7	-7	4.3	3.6	-6	-6
COCCNC(=O)C(c1ccc(OC)cc1)N(Cc1ccco1)C(=O)CCC(=O)Nc1ccccn1 (stereo not drawn)	1.8	-2	1	2	-3	0.2	-10	3.6	0.2	6	1
O=c1[nH]c(=O)n(C2CCCO2)cc1F (stereo not drawn)	0.0	1	3	-2	-1&3	-0.2	13	1.1	2.6	-2	-6
COc1cccc(CN2CCC(N(CCc3ccccc3)Cc3ccccc3)CC2)c1OC	0.2	3	-7	2	10	-1.0	5	3.7	3.1	21	8
Cc1cc(C)nc(N2CCC(C(=O)Nc3ccc4c(c3)CCC4)CC2)n1	-1.7	0	-1	-6	12	0.6	-3	1.5	2.8	-26	1
Fc1ccc(CNc2ccccn2)cc1	.	3	2	-4	4	0.7	-9	.	1.5	-23	-4
O=C1OCCN1C(=O)[C@H]1[C@H](c2ccccc2)C(c2ccc(F)cc2)=NN1c1ccccc1	1.1	1	-4	-13	3	-0.6	-2	-1.5	-1.4	-5	.
C=CCn1c(SCC(=O)Nc2ccc(F)cc2F)nnc1-c1cnccn1	-3.7	1	-3	-7	8	0.9	2	-1.0	2.9	5	-13
CCOC(=O)CN1CCC(c2ccccc2)CC1	0.4	5	-4	-3	-5	0.8	6	0.0	4.3	-13	-23
COc1ccc(C(=O)NN=C2CCCC2)cc1OC	-2.4	5	-1	-4	-10	-2.6	1	-0.8	2.3	0	5
CC(C)(C)OC(=O)NOCC(=O)N(CC(=O)c1ccccc1)Cc1ccccc1	1.2	5	1	-10	5	-0.3	5	2.4	1.7	9	448
CC(C)CCc1noc(CN(C)CC2CCN(Cc3ccccc3)CC2)n1	-1.2	0	-1	-1	-2	-0.5	0	5.8	2.0	-21	394
C#Cc1ccc([C@H]2C=C(C(=O)O)O[C@@H](OCc3ccc(CO)cc3)C2)cc1	-1.4	-1	0	-7	-4	0.9	0	4.8	2.2	-8	37
CC(CN1CCCCC1)OC(=O)/C=C/c1ccccc1 (stereo not drawn)	1.1	1	0	2	-7	3.0	-1	3.2	2.0	-5	-7
CCOC(=O)C1CCCN(/C=C2\SC(=S)N(CC)C2=O)C1 (stereo not drawn)	0.6	-3	-1	-2	-1	-0.3	16	0.4	2.1	9	14
O=C(NCc1ccco1)c1ccc(-c2csnn2)cc1	-0.1	-3	-2	9	2	0.3	8	-1.3	3.2	7	77
